697 NFkB inh – lowers PMA/ionomycin-induced NF-kB signal in 697 B cells. 697 B-cell NF-kB luciferase reporter, 16 h. inhibition, % at 4 µM. actives 0.33% (n = 330,000). AID 435022; in the data active = inhibition above about 35%
CCR6 antagonist – antagonists of human CCR6 receptor; AID 493098; inhibition, % at 20 µM; P51684; CHO-K1 CCR6 PathHunter beta-arrestin, luminescence, CCL20-stimulated; actives 0.49% (n = 340,000);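 active = compounds whose inhibition of the agonist-driven luminescence signal at 20 µM reaches about 50%, limit read from the data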;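 note: cells stimulated with CCL20 at 14 nM final; plate controls were DMSO with CCL20 for no effect and DMSO without agonist for full effect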
Target sequence (P51684 whole entry, looked up): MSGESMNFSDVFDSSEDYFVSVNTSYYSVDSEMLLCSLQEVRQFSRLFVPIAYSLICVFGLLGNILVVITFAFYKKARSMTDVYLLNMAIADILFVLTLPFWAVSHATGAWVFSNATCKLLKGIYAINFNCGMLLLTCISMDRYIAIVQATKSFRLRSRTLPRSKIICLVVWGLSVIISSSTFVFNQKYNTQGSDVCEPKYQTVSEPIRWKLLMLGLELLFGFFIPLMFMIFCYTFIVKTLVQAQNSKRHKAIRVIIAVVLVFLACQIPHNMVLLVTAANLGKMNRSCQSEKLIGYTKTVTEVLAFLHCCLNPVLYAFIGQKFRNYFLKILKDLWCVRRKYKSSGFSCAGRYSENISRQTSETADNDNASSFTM
Jurkat NFkB inh – inhibitors of the PMA/ionomycin-induced NF-kB reporter in Jurkat cells. actives 0.53% (n = 330,000). AID 435003. PMA/ionomycin-induced NF-kB luciferase reporter, luminescence. inhibition, % at 4 µM; in the data active = inhibition above about 50%
CXCR6 block – CXCR6 (human) receptor inhibition; CHO-K1 PathHunter CXCR6 beta-arrestin, luminescence; inhibition, % at 20 µM; actives 0.36% (n = 360,000); AID 602244; in the data active = inhibition above about 34%, passing the limit was not always enough;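 note: antagonist mode with CXCL16 agonist at 10 nM final; 0% = 10 nM CXCL16 with DMSO and 100% = unstimulated wells without agonist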
Target sequence (O00574 whole entry, looked up): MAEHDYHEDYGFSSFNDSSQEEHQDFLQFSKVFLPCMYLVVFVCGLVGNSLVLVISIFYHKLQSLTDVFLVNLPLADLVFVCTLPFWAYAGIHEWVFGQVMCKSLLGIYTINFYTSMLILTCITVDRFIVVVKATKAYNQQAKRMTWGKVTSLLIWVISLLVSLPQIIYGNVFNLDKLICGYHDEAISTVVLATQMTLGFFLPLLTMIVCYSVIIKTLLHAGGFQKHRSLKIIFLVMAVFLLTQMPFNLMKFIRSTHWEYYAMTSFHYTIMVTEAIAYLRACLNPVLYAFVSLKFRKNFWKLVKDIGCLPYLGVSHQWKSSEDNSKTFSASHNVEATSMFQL
Gli-Sufu block – blocks Gli-Sufu signaling in a luciferase reporter | AID 588413 | Sufu-KO-LIGHT fibroblasts, Gli luciferase reporter luminescence | actives 0.74% (n = 340,000) | inhibition, % at 5 µM;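 active = inhibition above about 55%, limit read from the data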;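 note: 0% = DMSO-treated cells and 100% = wells with medium but no cells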
Mdm2-MdmX inh – disrupts the human Mdm2-MdmX interaction | O15151+Q00987 | SaOS-2 split-luciferase Mdm2/MdmX complementation, luminescence | inhibition, % at 8 µM | actives 3% (n = 330,000) | AID 485346;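 active = inhibition of at least 50% at 8 µM in the primary screen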
CHOP UPR activ – activators of apoptotic arm of unfolded protein response (CHOP); activation, % at 10 µM; actives 0.34% (n = 330,000); CHO-CHOP luciferase reporter, UPR activation, luminescence; percent of tunicamycin response over DMSO baseline;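 active = at 10 µM dose, activation of 40% or more, normalized to positive control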;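 note: 100% = tunicamycin at 10 µg/mL and 0% = DMSO alone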
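Test system: CHO CHOP reporter cells. Input: 500 CHO-CHOP cells per well. Medium: F12 with 10% FBS. Technique: luciferase luminescence. Measure: percent activation relative to tunicamycin control. Dosing: 10 µM compound, 0.5% DMSO. Timing: 16-18 h cell attachment, then 6 h compound exposure, 37 °C.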
UPR XBP1 act – activators of adaptive arm of unfolded protein response (XBP1) | CHO-XBP1 luciferase reporter, IRE1-XBP1 UPR activation, luminescence; percent of tunicamycin response, DMSO as zero | actives 0.33% (n = 330,000) | activation, % at 20 µM;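 active = versus positive control, 20 µM dose yields 30% or more activation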;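 note: 100% = tunicamycin at 10 µg/mL and 0% = DMSO only wells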
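Assay system: IRE1-XBP1 luciferase reporter CHO line. Input: 1000 cells/well. Buffer or medium: F12 with 10% serum. Doses: 20 µM, 1% DMSO. Times: overnight seeding at 37 °C, 6 h compound treatment at 37 °C. Technique: Steady-Glo luciferase glow luminescence, 10 min after reagent addition.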
EBI2 block – antagonists of human EBI2 receptor. EBI2 beta-arrestin recruitment, luminescence, 7a,25-OHC stimulated. inhibition, % at 5 µM. actives 0.81% (n = 360,000). AID 651636; in the data active = inhibition above about 38%;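 note: enzyme fragment complementation signal reports receptor beta-arrestin coupling in cells; 0% = agonist plus DMSO wells and 100% = wells without agonist; some results beyond the cut were filed as inactive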
Target sequence (P32249 whole entry, looked up, the tested form may be a part): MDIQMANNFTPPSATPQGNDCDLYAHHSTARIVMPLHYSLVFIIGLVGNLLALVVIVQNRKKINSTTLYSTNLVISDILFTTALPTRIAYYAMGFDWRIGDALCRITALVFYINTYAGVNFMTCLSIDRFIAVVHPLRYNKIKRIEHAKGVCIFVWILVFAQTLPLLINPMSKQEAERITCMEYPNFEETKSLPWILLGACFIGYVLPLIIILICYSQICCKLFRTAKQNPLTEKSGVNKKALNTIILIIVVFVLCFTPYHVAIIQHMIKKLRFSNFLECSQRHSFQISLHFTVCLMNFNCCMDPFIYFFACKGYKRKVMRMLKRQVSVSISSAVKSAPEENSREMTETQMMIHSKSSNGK
* marks the source's active call; other numbers are inactive results; . = not tested or not shown.

SMILES | 697 NFkB inh | CCR6 antagonist | Jurkat NFkB inh | CXCR6 block | Gli-Sufu block | Mdm2-MdmX inh | CHOP UPR activ | UPR XBP1 act | EBI2 block
Cc1ccccc1NC(=O)N1CCCC(c2nc(-c3ccc(F)cc3)no2)C1 (stereo unspecified) | 4 | -9 | -16 | 8 | 8 | 5 | -0.1 | -1 | 8
CC(C)c1nc(-c2c(N)n(C)c(=O)n(C)c2=O)sc1C(=O)C(C)(C)C | -34 | 3 | -3 | -4 | 8 | 10 | 0.4 | -2 | -4
CCCc1c(C)nc(N2CCN(c3ccccc3OC)CC2)[nH]c1=O | -13 | 0 | 1 | -28 | 3 | 6 | 0.0 | -5 | -16
O=C(Nc1ncccc1Cl)c1cccc(F)c1 | -5 | -9 | -16 | 7 | -14 | 20 | 0.5 | -1 | 1
COc1ccc(-n2nc(C(=O)NCC(=O)NCCCN3CC(C)CC(C)C3)c3ccccc3c2=O)cc1 (stereo unspecified) | -14 | 20 | -7 | -2 | 24 | -1 | 0.6 | -1 | -3
CCCN(CCc1ccccc1)C1CCc2c(O)cccc2C1 (stereo unspecified) | 12 | 6 | -6 | -7 | 9 | -1 | -0.4 | -7 | 8
O=C1C2=C(SCCS2)C(=O)N1c1ccccc1 | -4 | -4 | 0 | 0 | -16 | -4 | 1.4 | 2 | 3
CC(=O)c1sc2c(c1OC(=O)c1ccccc1)c(=O)n(-c1ccccc1)c(=S)n2-c1ccccc1 | . | -5 | . | 4 | -7 | . | . | . | -1
CC(=O)Nc1ccc(/C=N/NC(=O)c2cccs2)cc1 | -55 | -15 | -54 | -2 | -44 | -61 | 3.9 | 0 | 11
COc1ccc(CCn2c(C)cc(C(=O)CCl)c2C)cc1OC | 10 | -7 | 14 | -6 | 3 | 74* | 79* | 0 | -4
COc1ccc(OCCSc2nnc(-c3ccc(OC)cc3)n2N)cc1 | 18 | 13 | 10 | -2 | 19 | -14 | -1.9 | 6 | 3
COc1ccccc1CC(=O)NNC(=O)CN(C)S(=O)(=O)c1ccc(Cl)cc1 | 19 | 5 | -1 | 0 | -7 | 1 | -0.5 | -2 | -1
COC(=O)c1[nH]c2cccc(OC)c2c1NC(=O)CN1CCC(C(N)=O)(N2CCCCC2)CC1 | -15 | 2 | 0 | 7 | 8 | -8 | -1.7 | -3 | 1
COc1ccc(N2C(=O)C3[C@@H](C2=O)C2(Cl)C(Cl)=C(Cl)C3(Cl)C2(OC)OC)cc1 (stereo partly specified) | -9 | 12 | -2 | -11 | 8 | 2 | 0.8 | -3 | 8
CN1C(=O)CC(N2CCN(c3ncccn3)CC2)C1=O (stereo unspecified) | 19 | 3 | 12 | 5 | 5 | -20 | -0.1 | 0 | -9
Cc1nc(N2CCN(c3ccccc3)CC2)[nH]c(=O)c1Cc1ccccc1 | -6 | 9 | 12 | 1 | -7 | 16 | -0.3 | 2 | 5
C=CCC[C@@H](Cc1ccc(F)cc1)C(=O)OC[C@@H](Cc1c[nH]c2ccccc12)NC(=O)[C@@H](CC=C)CC(=O)N[C@@H](CO)Cc1ccccc1 | -20 | 3 | 2 | -4 | -5 | 19 | 15 | 6 | 13
CC(C)=C1C2CCC1C(C(=O)NCCc1ccccc1)C2C(=O)O (stereo unspecified) | -17 | -10 | 6 | -11 | 2 | 9 | -2.6 | 0 | 4
COc1ccc(C(Nc2cccc([N+](=O)[O-])c2)P(=O)(OC(C)C)OC(C)C)cc1 (stereo unspecified) | 12 | 6 | 11 | -9 | 2 | 21 | 0.1 | 0 | 14
Cc1ccc(C)c(N(CC(=O)NC(C)C)C(=O)CCC(=O)Nc2ccccn2)c1 | 3 | 6 | -9 | 5 | -20 | -9 | -2.1 | -6 | -14
CCCCN(CC)S(=O)(=O)N1CCC(C(=O)NCc2ccc(F)cc2)CC1 | -13 | -19 | 2 | -2 | 5 | 27 | -1.4 | -3 | 27
Nc1ncnc2c1ncn2CCc1ccccc1 | -18 | 1 | -24 | -8 | -6 | 1 | -0.2 | -1 | -20
CCCCn1nc(C(=O)N2CCN(S(=O)(=O)c3ccccc3)CC2)c2ccccc2c1=O | -11 | 11 | 4 | 6 | 2 | 14 | 0.1 | -1 | 3
CCc1cc2c(SCC(=O)Nc3cc(C)on3)ncnc2s1 | 17 | -4 | -6 | 4 | -4 | -7 | -1.3 | 0 | 1
O=C(Nc1cc(Cl)ccc1Cl)N1CCN(C(=O)Nc2cc(Cl)ccc2Cl)CC1 | . | 7 | . | -3 | 22 | . | . | . | 9
CC(=O)Nc1ccc(NC(=O)c2c(-c3ccccc3Cl)noc2C)c(C)c1 | 12 | 3 | 0 | 0 | 7 | 14 | 1.3 | -4 | 6
CCCC(=O)Nc1nnc(S(=O)(=O)N(C)Cc2ccco2)s1 | -3 | 2 | -5 | 0 | 3 | 1 | 0.9 | -2 | 5
COC(=O)c1sc(S(=O)(=O)Nc2ccc3cn[nH]c3c2)c(C(=O)OC)c1C | 7 | -9 | -3 | 0 | 5 | -10 | 3.1 | 0 | 6
Cc1ccccc1N(C(=O)CNC(=O)c1ccco1)C(C(=O)NC1CCCCC1)c1ccncc1 (stereo unspecified) | 9 | 18 | -2 | -5 | 3 | 1 | 1.1 | -5 | -8
Cc1ccc(NC(=O)NC(=O)CSc2nnc(-c3ccc(Cl)cc3Cl)n2N)c(C)c1 | -12 | 8 | -11 | -16 | -10 | -12 | 8.5 | 1 | -8
O=C(Nc1ccn(Cc2ccccc2)n1)c1ccc(F)cc1 | -72 | 15 | -57 | -3 | . | -28 | 3.9 | -1 | -4
Cc1ccc(/C=N/NC(=O)Cn2nc(C)c([N+](=O)[O-])c2C)o1 | 8 | 5 | 11 | 0 | -15 | -4 | 0.9 | 1 | -4
O=C(OCCCOC(=O)c1ccc([N+](=O)[O-])o1)c1ccc([N+](=O)[O-])o1 | 12 | 4 | 13 | -11 | -11 | 11 | 2.7 | 7 | -33
COc1cc(C(=O)NC(=S)Nc2ccc3c(c2)OCO3)cc(OC)c1OC | -7 | 33 | -2 | 21 | 3 | 19 | 2.3 | -3 | 12
O=C(c1ccccc1)N1CCN(C(=O)c2ccccc2)C1c1ccccc1 | 4 | -5 | -17 | -6 | 4 | 12 | 1.8 | -2 | -6
Nc1cnc(-c2ccccc2)nc1Cl | -35 | 4 | 10 | -2 | -14 | -26 | 4.0 | 3 | -6
Cc1ccc(OCCN2CCCC2)cc1 | 13 | -1 | -8 | -10 | -7 | -1 | 0.9 | -3 | -2
O=C(N/N=C/c1cccc(OC2CSC2)c1)c1ccccc1O | -20 | 1 | -10 | 6 | 1 | 6 | 2.7 | 1 | -3
CCN(CC)c1ccc(C(=S)N2CCN(c3ccccc3)CC2)cc1 | -1 | 32 | 0 | 6 | -7 | -5 | 0.0 | 0 | 64*
O=C(CCCN1CCC(c2ccccc2)C1)c1ccc2c(c1)OCCO2 (stereo unspecified) | 7 | 17 | 14 | 3 | 1 | -20 | 2.6 | 1 | 5
CCCS(=O)(=O)N1CCN(Cc2ccccc2C(F)(F)F)CC1 | -12 | 2 | -12 | 0 | 1 | 11 | -0.8 | 0 | -3
C[C@@H]1O[C@@H](O[C@H]2[C@H](O[C@H]3C[C@]4(C)C(C[C@@H](O)C5C([C@]6(C)CC[C@@H](C(C)(C)O)O6)CC[C@]54C)[C@@]4(C)CC[C@H](O)C(C)(C)C34)O[C@H](CO)[C@@H](O)[C@@H]2O)[C@H](O)[C@H](O)[C@H]1O (stereo partly specified) | 1 | -13 | 10 | -6 | 8 | -15 | 3.3 | 0 | 3
O=C(NCc1ccccn1)C(=O)NCC1OCCCN1S(=O)(=O)c1ccc(F)cc1 (stereo unspecified) | -25 | 4 | -10 | -5 | -5 | -4 | 1.4 | 1 | 7
CN1/C(=C\C(=O)COC(=O)Cn2nnc(-c3ccccc3)n2)C(C)(C)c2ccccc21 | -18 | -17 | 14 | -4 | 71* | 17 | -1.5 | -1 | -11
CN(C)CCN(C(=O)c1ccc2c(c1)CCCC2)c1nc2c(F)cccc2s1 | -166 | -5 | -37 | -8 | 8 | 2 | 6.2 | 6 | -15

Already shown: 5 of the compounds above.
SMILES | 697 NFkB inh | CCR6 antagonist | Jurkat NFkB inh | CXCR6 block | Gli-Sufu block | Mdm2-MdmX inh | CHOP UPR activ | UPR XBP1 act | EBI2 block
CCCS(=O)(=O)N1CCN(Cc2ccccc2C(F)(F)F)CC1 | -12 | 2 | -12 | 0 | 1 | 11 | -0.8 | 0 | -3
C[C@@H]1O[C@@H](O[C@H]2[C@H](O[C@H]3C[C@]4(C)C(C[C@@H](O)C5C([C@]6(C)CC[C@@H](C(C)(C)O)O6)CC[C@]54C)[C@@]4(C)CC[C@H](O)C(C)(C)C34)O[C@H](CO)[C@@H](O)[C@@H]2O)[C@H](O)[C@H](O)[C@H]1O (stereo partly specified) | 1 | -13 | 10 | -6 | 8 | -15 | 3.3 | 0 | 3
O=C(NCc1ccccn1)C(=O)NCC1OCCCN1S(=O)(=O)c1ccc(F)cc1 (stereo unspecified) | -25 | 4 | -10 | -5 | -5 | -4 | 1.4 | 1 | 7
CN1/C(=C\C(=O)COC(=O)Cn2nnc(-c3ccccc3)n2)C(C)(C)c2ccccc21 | -18 | -17 | 14 | -4 | 71* | 17 | -1.5 | -1 | -11
CN(C)CCN(C(=O)c1ccc2c(c1)CCCC2)c1nc2c(F)cccc2s1 | -166 | -5 | -37 | -8 | 8 | 2 | 6.2 | 6 | -15

(listing goes on)
SMILES | 697 NFkB inh | CCR6 antagonist | Jurkat NFkB inh | CXCR6 block | Gli-Sufu block | Mdm2-MdmX inh | CHOP UPR activ | UPR XBP1 act | EBI2 block
O=S(=O)(NCCc1ccccc1)c1cccc(S(=O)(=O)N2CCOCC2)c1 | 13 | -22 | 2 | -2 | 5 | -3 | -2.0 | -3 | -2
Cc1ccc(C)c(S(=O)(=O)N2CCN(C(=O)c3cccn3C)CC2)c1 | -15 | 10 | 0 | -2 | -4 | 22 | 2.5 | -2 | -2
CCOc1cc(/C=C2\CN(CC)C/C(=C\c3ccc(O)c(OCC)c3)C2=O)ccc1O | -35 | 46 | 44 | 24 | -2 | 96* | 78* | -5 | -3
Cc1ccc2nc(SCc3nnc(-c4ccccc4Br)o3)[nH]c2c1 | -12 | 14 | 6 | 9 | 1 | 25 | -2.6 | 1 | 17
CCCN(Cc1nnc(-c2cccs2)o1)C(=O)CN1C(=O)NC2(CCCCC2C)C1=O (stereo unspecified) | 17 | 10 | 4 | 2 | 3 | 10 | -0.8 | -1 | -2
CC1CCC(NS(=O)(=O)c2ccc3c(c2)CC(=O)N3)CC1 (stereo unspecified) | -37 | 6 | -14 | -10 | 1 | 9 | -0.8 | -1 | 3
O=C(N/N=C/c1ccoc1)c1cccc([N+](=O)[O-])c1 | 5 | -6 | 11 | 3 | 3 | 28 | 3.0 | -1 | 1
CSc1ccccc1C(=O)Nc1cc([N+](=O)[O-])ccc1C | 12 | -1 | 3 | 5 | 10 | -9 | 2.2 | -2 | -3
C=CCn1cc(-c2cccc(Cl)c2)cc(C#N)c1=O | 22 | 4 | 0 | 1 | -12 | 20 | -0.4 | -2 | 3
COc1ccc(Cn2c(=O)sc3ccccc3c2=O)cc1 | 7 | 5 | 4 | 7 | -13 | -1 | 0.7 | 0 | -1
COc1cc(/C=N/NC(=O)Cn2nnc3ccccc32)ccc1O | 10 | 6 | 2 | 2 | 1 | 22 | 3.3 | 4 | -2
CCOC(=O)c1nc(NNC(=O)c2ccc([N+](=O)[O-])cc2)sc1C | 8 | 41 | -8 | 37 | 8 | 58* | -2.9 | -5 | 1
N=C(N)N1CCN(Cc2ccccc2)CC1 | -2 | . | -19 | . | . | 11 | -1.2 | -3 | .
